GAA850 FXN act = increases GAA850 frataxin promoter reporter activity; HEK293 lucGAA850 FXN promoter luciferase reporter, 24 h; percent of 10 µM SAHA response; AID 540364; 0.56% of 360,000 active; activation, % at 6 µM;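 active = activation above the average of all compounds screened plus 3 SD, cutoff fixed separately per campaign, cut at about 7.5% in these data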;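 also: 0% = DMSO wells and 100% = 10 µM SAHA wells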
ADAM17 inh = inhibitors of human ADAM17 | recombinant ADAM17, EDANS/DABCYL FRET peptide cleavage | 0.83% of 370,000 active | P78536 | AID 720648 | inhibition, % at 6.95 µM;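 active = inhibition above the mean of compounds lying between control limits plus 3 SD, set per campaign, cut at about 8.5% in these data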;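 also: 0% = DMSO-only wells as the low control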
DAX1 inh-1 = NR0B1 (DAX1) inhibition | P51843 | HEK293 Gal4-DAX1 luciferase reporter, luminescence | inhibition, % at 6.75 µM | 0.99% of 340,000 active | AID 504766;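 active = inhibition above the mean over all tested compounds plus 3 SD, cut at about 4.2% in these data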;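 also: 0% = DAX1-transfected cells with DMSO and 100% = empty-vector control cells with DMSO; inhibition shows as a rise in luminescence from relieved DAX1 repression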
hgDAF12 agonist = hgDAF-12 agonism, primary luciferase screen; 1.8% of 370,000 active; activation, % at 6.8 µM; HEK293 GAL4-hgDAF12 UAS-luciferase reporter, agonist luminescence; normalized to butyrate control; AID 687014;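 active = activation above a cutoff set at the mean of all screened compounds plus 3 SD, cut at about 10% in these data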;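 also: 0% = DMSO wells and 100% = sodium butyrate wells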
hcDAF12 agonist = H. contortus DAF-12 activation, primary screen; HEK293 hcDAF-12 lit1-tk-luc reporter, luminescence; 0% DMSO, 100% Δ7-dafachronic acid; activation, % at 6.8 µM; 1.4% of 370,000 active; AID 652067;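 active = activation above the mean of all tested compounds plus 3 SD, cut at about 5.5% in these data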;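 also: 100% = response to 3 µM Δ7-dafachronic acid high control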
ADAM10 inh = ADAM10 inhibition, QFRET primary screen; O14672; recombinant ADAM10, EDANS/DABCYL FRET peptide cleavage, 3 h; inhibition, % at 7 µM; 0.62% of 370,000 active; AID 720582;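 active = inhibition above a per-campaign cutoff equal to the mean of compounds falling between control-based bounds plus 3 SD, cut at about 20% in these data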;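 also: 0% = DMSO wells while the 100% control is not disclosed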
Target sequence (O14672 214-748 limits assumed): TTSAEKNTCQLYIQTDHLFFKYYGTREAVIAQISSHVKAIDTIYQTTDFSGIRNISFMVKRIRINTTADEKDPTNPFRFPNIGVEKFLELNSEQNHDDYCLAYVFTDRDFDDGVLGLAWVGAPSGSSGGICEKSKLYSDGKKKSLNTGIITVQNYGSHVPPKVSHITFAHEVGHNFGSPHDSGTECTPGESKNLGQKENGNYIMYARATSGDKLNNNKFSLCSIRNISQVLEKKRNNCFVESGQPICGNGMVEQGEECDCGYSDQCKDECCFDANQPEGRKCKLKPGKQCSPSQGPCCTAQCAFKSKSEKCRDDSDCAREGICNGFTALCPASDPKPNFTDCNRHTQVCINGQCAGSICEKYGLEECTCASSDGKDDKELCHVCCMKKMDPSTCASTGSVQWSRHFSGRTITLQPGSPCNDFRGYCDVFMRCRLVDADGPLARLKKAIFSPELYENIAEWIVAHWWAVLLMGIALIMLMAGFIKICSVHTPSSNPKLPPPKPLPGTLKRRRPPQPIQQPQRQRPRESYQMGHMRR
DAX1 inh-2 = inhibitors of DAX1 repression of SF-1 activated StAR promoter. HEK293T StAR-luciferase reporter, SF-1/DAX-1 repression relief. inhibition, % at 6.8 µM. 1.1% of 370,000 active. AID 652010;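 active = inhibition above the mean over all tested compounds plus 3 SD, cut at about 3.6% in these data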;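 also: 0% = DAX-1 cells with DMSO and 100% = cells lacking DAX-1 with DMSO; higher inhibition means more luminescence from relief of DAX-1 repression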
PLC-beta3 inh = blocks human PLC-beta3 enzyme activity | Q01970 | 0.18% of 370,000 active | Purified PLC-beta3, fluorogenic substrate, fluorescence | inhibition, % at 12.2 µM; in the data active = inhibition above about 11%;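 also: 0% = median of compound wells on plate and 100% = full blocker control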
ssDAF-12 act = activators of S. stercoralis DAF-12 nuclear receptor | 1% of 370,000 active | HEK293 ssDAF-12/GRIP1 lit1-tk-luc reporter, luminescence; % of 3 µM dafachronic acid response | AID 652126 | activation, % at 6.8 µM;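 active = activation above the mean over all tested compounds plus 3 SD, cut at about 0.9% in these data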;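 also: 0% = DMSO-only wells and 100% = 3 µM delta7-dafachronic acid wells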
HGIII-sPLA2 inh = Blocks human group III sPLA2 activity. inhibition, % at 12.2 µM. AID 743126. QFRET BODIPY PC-A2 liposome hydrolysis, fluorescence. 0.56% of 370,000 active;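 active = inhibition above mean plus 3 SD of compounds lying within the high and low control bounds, cut at about 19% in these data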;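 also: 0% = median of test compound wells and 100% = no enzyme DMSO wells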
Target sequence (Q9NZ20 whole entry, looked up): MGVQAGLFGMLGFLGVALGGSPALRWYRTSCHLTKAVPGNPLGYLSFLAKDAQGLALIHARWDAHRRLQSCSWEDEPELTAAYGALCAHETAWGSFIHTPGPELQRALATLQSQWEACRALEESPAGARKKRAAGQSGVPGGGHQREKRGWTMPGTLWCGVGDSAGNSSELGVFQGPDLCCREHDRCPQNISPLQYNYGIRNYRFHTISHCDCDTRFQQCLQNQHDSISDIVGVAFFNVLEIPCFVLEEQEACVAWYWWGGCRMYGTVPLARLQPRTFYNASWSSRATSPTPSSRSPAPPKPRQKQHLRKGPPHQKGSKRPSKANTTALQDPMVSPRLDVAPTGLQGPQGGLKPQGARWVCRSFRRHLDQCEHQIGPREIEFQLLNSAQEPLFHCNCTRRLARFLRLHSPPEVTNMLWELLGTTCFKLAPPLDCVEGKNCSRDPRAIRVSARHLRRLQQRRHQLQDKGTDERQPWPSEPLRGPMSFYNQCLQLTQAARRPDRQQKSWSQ
PLC-gamma1 inh = PLC-gamma1 (human) inhibition, primary screen; AID 720700; purified PLC-gamma1, fluorogenic substrate, fluorescence; inhibition, % at 12.2 µM; 0.84% of 370,000 active; in the data active = inhibition above about 9.5%
* = called active by the depositor; i = inactive; / = not tested or not shown.

SMILES	GAA850 FXN act	ADAM17 inh	DAX1 inh-1	hgDAF12 agonist	hcDAF12 agonist	ADAM10 inh	DAX1 inh-2	PLC-beta3 inh	ssDAF-12 act	HGIII-sPLA2 inh	PLC-gamma1 inh
C/C(=N/NC(=O)CN1CCN(S(=O)(=O)c2ccc(Br)cc2)CC1)c1ccco1	-0.6	2	-0.6	-1.2	-2.0	3	0.1	-2	-0.7	-6	5
CCCCNC(=O)c1ccc2nc(CC)c(N(CC)CCN(C)C)n2c1	0.3	-1	/	1.5	0.3	-18	0.5	-7	0.9*	3	-7
COc1cc2c(cc1OC)/C(=C/C(C)=O)OC2	/	-5	/	-0.9	-1.9	-28	0.6	1	-1.0	14	5
Clc1ccc2nc(-c3cccc(Br)c3)c(Cc3ccsc3)n2c1	/	0	/	10	0.9	-5	3.6	-9	-0.4	-12	-11
COc1cc(CN2C[C@@H](CO)O[C@@H](n3cnc4c(N5CCCC5)ncnc43)C2)cc(OC)c1OC	1.4	-4	/	-1.0	-0.1	-3	-1.2	-2	-1.2	3	1
Cc1cc(NC(=O)Nc2cccc(F)c2)n(-c2ccccc2)n1	/	-3	/	-1.7	0.7	-4	-1.4	-5	-0.8	12	-3
CCCCn1c(N)c(N(CCOC)C(=O)c2oc3ccc(OC)cc3c2C)c(=O)[nH]c1=O	1.3	0	0.5	-1.9	0.7	7	-0.1	-6	-1.1	2	-3
CC(C)c1cc(C(=O)NC2CCCc3c2cnn3-c2ccccc2F)no1 (stereo unspecified)	-5.2	0	-1.4	-8.5	-3.4	-2	-6.4	1	-1.5	-4	0
O=C(NCc1ccc2c(c1)OCO2)C(=O)NCC1OCCN1S(=O)(=O)c1ccc(Br)cc1 (stereo unspecified)	-2.1	-1	-0.5	-2.3	-3.1	6	-4.5	-6	-1.6	-11	-3
N#CC1CC(c2ccc([N+](=O)[O-])cc2)=NN1c1ccc([N+](=O)[O-])cc1 (stereo unspecified)	-0.4	-3	0.9	0.2	-0.4	-10	0.3	-14	-2.0	0	-6
CC1CCCCC1NC(=S)NC(=O)c1cccs1 (stereo unspecified)	1.6	-2	0.4	-3.2	-1.7	8	-0.4	5	-0.4	-3	2
O=S(=O)(NCCc1ccc2c(c1)OCCO2)c1cccs1	4.0	1	1.7	-1.7	-0.7	-11	0.1	-4	-1.9	-11	-2
CCC(Sc1nc2ccc(C)cc2[nH]1)C(=O)O (stereo unspecified)	1.2	3	0.2	-1.5	0.7	2	0.3	-3	-1.3	-5	0
O=C(C1CC=CCC1)N1CCC(CO)(Cc2ccc(Cl)cc2)CC1 (stereo unspecified)	2.6	2	-0.1	1.4	-2.7	5	-0.5	-4	-2.3	-6	3
CCCCN(C)CCNC(=O)c1cc2c(=O)[nH]c3ccccc3c2n1C	-0.5	-26	2.7	1.2	-1.9	-52	1.2	-31	-1.2	8	-24
C=CCC1[C@H](C)[C@H]2[C@@H]3CC[C@@H](C3)[C@H]2CN1S(=O)(=O)c1ccc(C)cc1 (stereo partly specified)	0.5	0	-1.6	-1.8	-0.9	-5	-1.1	4	-0.7	-2	2
O=C(NCCN1CCCCC1)/C(=C/c1ccco1)NC(=O)c1ccccc1	0.7	1	2.3	2.0	-0.6	-3	0.1	0	-0.8	3	3
COc1cccc(S(=O)(=O)Nc2ccc(C(=O)N3CCCCCC3)cc2)c1	0.9	-2	-0.5	-0.4	-1.6	-1	-0.7	0	-1.3	-7	0
O=CN1N=C(c2ccccc2)CC1c1ccccc1[N+](=O)[O-] (stereo unspecified)	1.7	-1	1.3	1.5	0.9	2	-0.5	-14	0.0	-4	-11
C=CCOc1ccnc(-c2ccccc2)n1	-0.2	1	0.8	-0.2	-2.0	8	-0.1	1	-1.2	8	6
CC1CCN(C(=O)Cn2c(=O)n(Cc3ccc4c(c3)OCO4)c(=O)c3ccccc32)CC1	3.2	1	-1.7	-0.2	-1.7	-3	-1.0	0	-1.0	-4	6
Cc1cc(/C=C2\SC(=S)NC2=O)c(C)n1C1CC1	1.8	0	2.8	0.0	0.4	5	0.9	-21	-1.7	-1	-11
CCNc1c(NC(=O)C2CCC(C)CC2)c(=O)oc2ccccc12 (stereo unspecified)	1.9	-1	-2.1	1.0	-1.0	-3	0.0	-4	-1.2	4	2
O=C(CN1CCCC1c1ccc2c(c1)OCCO2)NC(=O)Nc1ccccc1F (stereo unspecified)	1.1	-4	1.1	1.5	-1.9	-51	-0.2	-1	-1.0	8	-4

As a working copy, 2 of the compounds above.
SMILES	GAA850 FXN act	ADAM17 inh	DAX1 inh-1	hgDAF12 agonist	hcDAF12 agonist	ADAM10 inh	DAX1 inh-2	PLC-beta3 inh	ssDAF-12 act	HGIII-sPLA2 inh	PLC-gamma1 inh
C=CCOc1ccnc(-c2ccccc2)n1	-0.2	1	0.8	-0.2	-2.0	8	-0.1	1	-1.2	8	6
CC1CCN(C(=O)Cn2c(=O)n(Cc3ccc4c(c3)OCO4)c(=O)c3ccccc32)CC1	3.2	1	-1.7	-0.2	-1.7	-3	-1.0	0	-1.0	-4	6

(cont.)
SMILES	GAA850 FXN act	ADAM17 inh	DAX1 inh-1	hgDAF12 agonist	hcDAF12 agonist	ADAM10 inh	DAX1 inh-2	PLC-beta3 inh	ssDAF-12 act	HGIII-sPLA2 inh	PLC-gamma1 inh
CCOC(=O)c1sc(NC(=O)Nc2ccc(F)cc2)nc1C	4.2	-2	2.0	17*	4.2	-3	3.7*	-1	-0.5	3	-4
COc1ccc(S(=O)(=O)N2CN3CCN(C3)C2)cc1	-0.7	-2	-0.2	-0.8	-0.9	-1	-0.5	-4	-0.8	-2	-2
CCOC(=O)[C@H]1[C@H]2COc3cc(OC)ccc3[C@@H]2N2C(=O)c3cc(OC)ccc3NC(=O)[C@@]12C	-11	-1	2.8	-2.0	-1.6	1	0.1	2	-1.6	26*	3
Cc1ccc(C(C)C)cc1OCC(=O)Nc1ccccc1N1CCCC1	4.1	-7	0.3	-2.1	0.8	-6	0.0	-8	-1.2	8	0
CCOc1ccc(NS(=O)(=O)c2ccc(-c3ccc(=O)[nH]n3)o2)cc1	0.9	-4	1.4	-0.1	-1.1	2	-3.0	1	-0.7	4	2
O=C(NC1CCCC1)C(c1ccccc1)n1c(CSCCOc2ccccc2)nc2ccccc21 (stereo unspecified)	/	-1	/	-16	-6.4	-11	-4.4	-2	-2.4	-10	2
CN(Cc1cnn(C)c1)Cc1nc(-c2ccc(Cl)cc2)no1	2.5	-4	-0.8	3.6	2.0	0	-0.3	-4	-1.4	1	0
CC(C)(C)NC(=O)COc1ccc(S(=O)(=O)N2CCCC2)cc1	0.9	-3	-1.6	-3.1	-0.3	4	0.4	-7	-1.5	4	-1
Cc1ccccc1C(=O)NC(=S)Nc1cccc(NC(=O)C(C)C)c1	2.0	-1	-0.9	1.1	-2.2	8	-0.5	0	-2.0	8	6
COc1cc(C2NC(=O)NC(C)=C2[N+](=O)[O-])cc(OC)c1OC (stereo unspecified)	-0.4	0	1.0	3.4	0.1	-2	0.9	-1	-1.3	15	3
Cc1cc(C)c2nc(NNC(=O)c3cc(-c4cccs4)nc4ccccc34)sc2c1	-1.4	-67	-0.1	-3.0	-0.3	-297	-1.6	-94	-0.8	37*	-72
COC(=O)c1cc2c(ccn2-c2ccc(F)cc2)n1Cc1ccc(C#N)cc1	0.4	-3	0.8	-2.7	0.4	-1	0.1	2	0.0	14	2
CCOc1ccccc1NC(=S)NCC1CCCO1 (stereo unspecified)	2.5	-1	-0.7	0.7	-0.7	-3	0.0	3	-0.8	7	0
Cc1cc(C(=O)N2CCN(c3ccccc3Cl)CC2)c(C)o1	2.5	-4	0.2	3.8	0.9	-6	0.6	-2	-1.3	-11	-2
O=C(NCC1CCCO1)c1cc2c(=O)[nH]c3ccccc3c2s1 (stereo unspecified)	0.8	-201	0.0	1.5	-0.7	i	-0.5	-94	-1.8	-1	-69
COc1ccccc1C(=O)O[C@H]1[C@H](Cc2ccccc2)NS(=O)(=O)[C@H]2C[C@@H]3C=C[C@]12O3	-3.4	5	1.0	2.0	-1.3	5	0.3	1	-1.5	-1	1
O=S(=O)(Cc1ccc(Cl)cc1)NCc1cccnc1	1.3	1	/	-2.6	0.0	2	-0.4	-7	-0.6	-2	0
O=C(c1ccc(S(=O)(=O)N2CCC(c3nc4ccccc4s3)CC2)cc1)N1CCCCC1	3.7	1	0.2	-0.6	1.6	3	-0.1	1	-0.8	3	1
O=C1CC(C2CCCO2)C(=O)N1c1ccc(Cl)c(Cl)c1 (stereo unspecified)	2.8	-4	-0.4	-1.9	-0.2	7	-0.1	-5	-1.7	5	-1
O=C(CSc1nnc(CNC(=O)c2ccco2)o1)Nc1ccc(Cl)cc1	-1.3	5	0.6	0.9	-1.7	-184	-0.4	-7	-1.4	5	8
C/C(=N\NC(=O)Cn1nc(C)c([N+](=O)[O-])c1C)c1ccc(O)cc1	-0.1	3	0.6	0.3	0.0	5	-0.3	3	-1.1	-3	0
COC(=O)CCNC(=O)CCc1ccc(S(=O)(=O)N2CCCCCC2)cc1	0.6	-3	0.7	-0.2	-1.4	-2	-2.3	-9	-1.1	5	-1
Cc1ccc(Nc2nc(-c3c(C)nc4ccccn34)cs2)cc1	2.2	-7	-1.1	-6.0	-3.6	-40	-1.5	-160	-2.5	-1	-101
C#CCNC(=O)C[C@@H]1C[C@@]2(C(=O)OCC)CCCC=C2N(Cc2ccc(Cl)cc2Cl)C1=O	/	0	/	2.4	-1.7	-8	1.2	0	-1.0	-8	1
CC(O)(c1cccc(F)c1)c1nc(-c2cc3ccccc3o2)cs1 (stereo unspecified)	0.4	6	/	-1.7	-0.8	22*	-1.4	0	-1.3	-19	0
CCn1c2ccccc2c2nnc(SCC(=O)NC3CCS(=O)(=O)C3)nc21 (stereo unspecified)	0.6	3	0.5	3.6	0.0	3	-0.1	1	-0.7	-3	2
COc1cc(OC)cc(C(=O)O/N=C(\N)c2ccccn2)c1	1.2	-3	/	13*	2.2	-16	0.8	-8	0.4	12	-5
Cc1ccc(C(C)C)c(OCC(=O)N/N=C/c2ccc(S(=O)(=O)O)o2)c1	1.9	-3	1.6	-0.9	-1.0	-4	-0.1	-2	-0.6	-3	1
CCCCCN1CCCCC(NC(=O)c2ccc(F)cc2)C1=O (stereo unspecified)	/	-2	/	-2.0	-1.8	0	-0.6	2	-1.2	2	2
COC(=O)c1ccc(C)c(NC(=O)c2nn(C)c(=O)c3ccccc23)c1	0.9	-3	-0.1	-2.1	-0.5	-2	0.5	1	-0.8	-1	0
N#Cc1ccsc1NC(=O)c1cnccn1	0.4	-1	3.8	2.1	-1.2	-3	-0.3	3	-1.4	1	1
CC(=O)Nc1ccc(NC(=O)C/C(C)=N/NC(=O)C(=O)N2CCCC2)cc1	-0.4	-4	-0.4	0.8	-0.9	-4	-0.1	0	-0.8	-2	-2
COc1ccccc1C(=O)NCCCNc1nc2cc(C)cc(C)c2cc1C#N	3.5	-43	-0.9	1.1	-1.9	-147	-0.1	-63	-1.5	5	-49

Screening data as filed in PubChem.

The order is random; 6.9% or so of the library scored in one or more.
